# High-throughput results as filed in PubChem BioAssay.
# Vif-APOBEC3F blk – inhibitors of Vif-A3F interaction. 390,000 tested, 0.2% active. HeLa A3F-eYFP + Vif (tagged APOBEC3F with the HIV-1 protein that degrades it), YFP fluorescence increase. AID 602313. Potency, µM (top dose mostly 46.1 µM), for inactives: at the top dose activity, negative = active; note: potency is the fitted concentration of half-maximal effect; % of control where 0% means no effect; nearly all actives have a fitted effect of over 65% in size
#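 HeLa cells stably expressing Vif plus C-terminally eYFP-tagged A3F were seeded, incubated overnight at 37 deg C, dosed with compound, incubated overnight again at 37 deg C. Yellow fluorescence (Ex 488/Em 500-530) reported blocked Vif-mediated A3F-eYFP degradation.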
# Vif-APOBEC3G blk – blocks the Vif interaction with human APOBEC3G | AID 602310 | Potency, µM (series often up to 46.1 µM), for inactives: at the highest dose activity, negative = active, usual class: inhibitors | HeLa A3G-eYFP + Vif (tagged APOBEC3G with the HIV-1 protein that degrades it), YFP fluorescence, overnight | Q9HC16 | 410,000 tested, 0.076% active;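 note: potency is the fitted concentration of half-maximal effect; % is set by controls: 0 for no effect and ±100 for the full control effect; nearly all actives have a fitted effect of over 60% in size; hits raise eYFP signal because A3G escapes Vif-driven loss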
# Target sequence (Q9HC16 whole entry, looked up): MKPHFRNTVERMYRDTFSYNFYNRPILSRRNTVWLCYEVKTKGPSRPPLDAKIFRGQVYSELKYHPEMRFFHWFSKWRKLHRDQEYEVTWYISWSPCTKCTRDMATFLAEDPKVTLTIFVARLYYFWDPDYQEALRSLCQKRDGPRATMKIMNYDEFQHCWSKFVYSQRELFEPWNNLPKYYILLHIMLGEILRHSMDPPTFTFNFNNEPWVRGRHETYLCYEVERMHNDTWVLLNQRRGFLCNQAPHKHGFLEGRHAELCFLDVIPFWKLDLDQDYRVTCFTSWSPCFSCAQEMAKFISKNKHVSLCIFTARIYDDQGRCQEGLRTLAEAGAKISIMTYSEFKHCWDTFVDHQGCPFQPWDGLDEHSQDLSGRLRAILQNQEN
#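 Read-out is eYFP fluorescence (Ex 488/Em 500-530) from Vif-expressing HeLa A3G-eYFP cells; more signal means A3G escaped Vif-mediated degradation. Cells plated overnight, compound pinned in, incubated overnight at 37 deg C.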
# RGS4 inhibitor – inhibitors of human regulator of G protein signaling 4. P49798. Transcreener GDP fluorescence polarization, RGS4-accelerated GTP hydrolysis. Potency, µM (highest dose often 114 µM), for inactives: at the highest dose activity change, negative = inhibition, most hits filed as inhibitors. 390,000 tested, 0.039% active. AID 504845; note: potency is the fitted concentration of half-maximal effect; % is set by controls: 0 for no effect and ±100 for the full control effect; nearly all actives have a fitted effect of over 75% in size; some results filed as inactive show a strong effect at the top dose
# Target sequence (P49798 whole entry, looked up): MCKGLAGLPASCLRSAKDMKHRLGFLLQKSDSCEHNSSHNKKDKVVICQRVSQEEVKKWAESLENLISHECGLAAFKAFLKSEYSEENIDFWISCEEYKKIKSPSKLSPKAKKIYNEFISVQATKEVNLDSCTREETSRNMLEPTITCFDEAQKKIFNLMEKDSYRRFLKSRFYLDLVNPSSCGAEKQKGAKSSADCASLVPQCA
#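 MLSMR compounds (23 nl, pin-transferred) preincubated 10 min at room temperature with a 500nM (2x) first reagent, then RGS4 at 900nM (2x) plus Transcreener GDP mix added; fluorescence polarization (620/688 nm) read before and after 90 min at 30 °C.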
# GRP78 ERSR act – inducers of ER stress response in human glioma cells; U87-MG GRP78 promoter luciferase reporter, 16 h; Potency, µM, inactives show at the top dose activation, hits mostly activators; 420,000 tested, 0.02% active; AID 602332; note: potency is the fitted concentration of half-maximal effect; series mostly up to about 76 µM; % of control where 0% means no effect; nearly all actives have a fitted effect of over 35% in size
#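 Stably transfected U87-MG human glioma cells carrying a GRP78-based luminescent sensor were seeded at 1000 cells/well, pin-dosed with compounds and incubated 16 h. Luciferase reagent was then added, and end-point luminescence was read after 10 min at room temperature.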
# ERG Ets-DNA blk – ERG Ets/DNA interaction inhibition | P11308 | fluorescence polarization, His-ERG Ets domain / labelled DNA | Potency, µM (titrated, usually from 76.9 µM), without a hit: at the top dose FP activity, negative = inhibition, hits mostly inhibitors | 370,000 tested, 0.028% active | AID 624246; active = well fitted inhibition curve with a large enough effect in the polarisation, with a control signal flat; inconclusive = small, poorly fitted or top-dose-only effect, or effect the other way, or a change in a side signal; inactive = no such curve, though single readings can be large or run the other way; the % refers to the polarisation;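 note: polarization taken with two DNA probes labelled with fluorescein and Texas red; potency is the fitted concentration of half-maximal effect; % of control where 0% means no effect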
# Target sequence (P11308 whole entry, looked up, the tested form may be a part): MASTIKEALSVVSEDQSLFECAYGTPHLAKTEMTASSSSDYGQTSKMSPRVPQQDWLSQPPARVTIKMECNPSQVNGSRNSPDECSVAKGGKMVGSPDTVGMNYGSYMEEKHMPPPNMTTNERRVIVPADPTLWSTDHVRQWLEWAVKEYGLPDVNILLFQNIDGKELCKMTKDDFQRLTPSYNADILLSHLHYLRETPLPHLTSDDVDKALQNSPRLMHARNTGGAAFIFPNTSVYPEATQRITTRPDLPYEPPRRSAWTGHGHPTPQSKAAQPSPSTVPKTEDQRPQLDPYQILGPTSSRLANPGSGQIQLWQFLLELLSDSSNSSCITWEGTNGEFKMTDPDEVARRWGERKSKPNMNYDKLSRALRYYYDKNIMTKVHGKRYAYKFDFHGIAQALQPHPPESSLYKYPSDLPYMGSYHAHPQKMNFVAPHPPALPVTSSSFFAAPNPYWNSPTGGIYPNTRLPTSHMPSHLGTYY
#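 His-tagged ERG Ets domain (1 uM in the protein solution; 300mM KCl, 50mM Tris-HCl, 1mM EDTA, 1mM DTT, pH 7.5) received compound, then a probe mix of 5 nM fluorescein-DNA and 100nM Texas-615-DNA. Fluorescence polarization was read for both dyes.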
# LDHA inh – LDHA (human) enzyme inhibition; P00338; purified LDHA, NADH/diaphorase-resazurin fluorescence; stronger effect = lower value; activity change, % (values are at about 110 or 230 µM); 480,000 tested, 0.15% active; AID 1347041; in the data active = activity change below about -30%; inconclusive = mostly about -25% to -30%;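 note: plate controls were DMSO wells for no effect and wells without enzyme for full effect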
#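 Remaining NADH was detected by diaphorase (0.133 mg/mL) converting 37 µM resazurin to fluorescent resorufin, read at 0 and 20 minutes. The preceding 5-minute room-temperature reaction used 2 nM LDHA, 0.2 mM sodium pyruvate and 0.06 mM NADH at pH 7.4.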
# 12-LOX inh – ALOX12 (human) lipoxygenase inhibition; P18054; purified 12hLO, xylenol orange hydroperoxide absorbance; Potency, µM (titrated, usually from 108 µM), inactives show at the top dose activity change, negative = inhibition, hits mostly inhibitors; 580,000 tested, 1.1% active; note: potency is the fitted concentration of half-maximal effect; % is set by controls: 0 for no effect and ±100 for the full control effect
#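 Purified human 12hLO at 150 nM in 25 mM Hepes, 0.01% Triton X-100, pH 7.0, preincubated 15 min at room temperature with compound. Reaction started with 40 uM arachidonic acid, 30 min at room temperature. Hydroperoxide measured by Fe-xylenol orange, 573/405 nm absorbance ratio.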
# D2 agonist – activates the human D2 dopamine receptor; P14416; HEK293 T-REx D2 cells, calcium flux agonist mode; activation, % at 2 µM; 340,000 tested, 0.53% active; AID 485358;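 active = activation over 3 SD above normal in the single-dose calcium agonist read, cut at about 30% in these data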; note: 0% is about no effect
#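 HEK293 Trex D2 cells, tetracycline-induced, o/n 30 C 5% CO2; no-wash Ca dye, RT 30–90 min; 10-cycle baseline, 23 nl cpd added, kinetic Ca read 180 s; agonist hits = positive Ca response.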
# D2 antagonist – antagonists of human D2 dopamine receptor; P14416; HEK293 TREx D2 cells, calcium flux, dopamine EC80; inhibition, % at 10 µM; 340,000 tested, 2% active; in the data active = inhibition above about 30%; note: 0% is about no effect
#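 Read-out: kinetic calcium fluorescence (1 cycle/s) in inducible HEK293 T-REx D2 cells after an EC80 dopamine addition that followed 180 s compound preincubation. Loss of the dopamine response indicates antagonism.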
# * marks the source's active call; other numbers are inactive results; ? = inconclusive; · = not tested or not shown; & = joins results of further samples; [ ] = remark or other dose. Unless noted, calls come from the whole dose curve; as a rule, active = well fitted curve in the direction sought with a large enough effect; inconclusive = small, poorly fitted or top-dose-only effect, or another doubt; inactive = no such curve, though single readings can be large; an effect the other way counts as inactive or inconclusive.
SMILES,Vif-APOBEC3F blk,Vif-APOBEC3G blk,RGS4 inhibitor,GRP78 ERSR act,ERG Ets-DNA blk,LDHA inh,12-LOX inh,D2 agonist,D2 antagonist
COCCNC(=O)C1CCCN(c2nn3c(=O)cc(C)nc3s2)C1 (centres undefined),2%,-1%,3%,-5%,-8%,-3,4%,-0.4,17
Cc1nn(C)c2c1c(-c1ccccc1)cc(=O)n2CC(=O)NC(C)C,-1%,-1%,-29%,-1%,0%,1,-23%,0.0,·
O=C(NCCc1ccccc1)C1CCC(CNS(=O)(=O)c2cccc3cccnc23)CC1 (centres undefined),2%,1%,8%,1%,-8%,-2,0%,0.2,4
COc1ccc(C2=NN(C(=S)Nc3ccccc3)C(c3ccccc3)C2)cc1 (centres undefined),4%,3%,-6%,0%,-22%,-1,-5%,0.4,-8
COCCN(C(=O)c1ccccc1F)c1nnc(-c2ccc(OC)cc2)s1,0%,0%,26%,3%,10%,-4,25%,-1.1,-4
O=C(CSc1nc2ccccc2c(=O)n1Cc1ccco1)N1CCN(c2ccccc2)CC1,0%,5%,-13%,-5%,2%,-5,-7%,-0.2,12
O=S(=O)(NCc1ccc2c(c1)OCO2)c1ccc(F)cc1,-4%,-8%,0%,-2%,7%,-4,5%,0.9,21
COc1cc(C(=O)Oc2ccccc2OC(=O)c2cc(OC)c(OC)c(OC)c2)cc(OC)c1OC,5%,0%,-8%,-1%,1%,6,-10%,·,·
CCN(Cc1ccccc1)Cc1c(O)ccc2c(=O)c(-c3ccccc3Cl)c(C(F)(F)F)oc12,·,·,-17%,·,0%,-5,-9%,0.4,·
Cc1c(NC(=O)COC(=O)c2ccc(O)cc2)c(=O)n(-c2ccccc2)n1C,2%,-2%,0%,-3%,6%,0,-2%,-0.1,-3
S=c1[nH]nc(-c2ccc(Cl)cc2)n1CCCN1CCOCC1,1%,-5%,-18%,-4%,3%,-8,-26%,0.7,-3
Cc1ccc(OCc2cc(C(=O)NCC(C)(C)N3CCOCC3)no2)cc1C,4%,1%,-12%,0%,6%,2,-15%,1.9,5
NS(=O)(=O)Nc1cccc2cccnc12,·,0%,-42%,-4%,·,13,·,·,·
CN(C)c1ccc(C2/C(=C(/O)c3ccccc3)C(=O)C(=O)N2CCCC(=O)O)cc1 (centres undefined),1%,7%,-7%,-1%,47%[activator],0,-10%,·,·
CCOC(=O)C(=CNc1cc(C)ccn1)C(=O)OCC,-3%,2%,15%,2%,-10%,-7,1%,0.0,10
COc1cc(C(O)c2nc(-c3cccc(NC(C)=O)c3)cs2)ccc1F (centres undefined),·,-2%,·,-2%,·,-6,2%,·,·
CCOc1ccc(NC(=O)C2(c3cccs3)CCOCC2)cc1,-3%,1%,-7%,0%,-3%,-2,0%,0.7,·
COc1cccc(NC(=O)CCNS(=O)(=O)c2ccc3c(c2)CCCC(=O)N3)c1,4%,0%,-9%,-3%,4%,-10,-17%,-0.8,·
O=C(Nc1sc2c(c1C(=O)NCC(O)CO)CCCC2)c1ccccc1 (centres undefined),0%,-9%,7%,-2%,-6%,-8,287%[activator],·,·
CCCCNC(=O)CSc1nc2cc3c(cc2c(=O)n1Cc1ccc(C(=O)NCCc2ccc(OC)c(OC)c2)cc1)OCO3,0%,-6%,10%,-1%,-4%,3,-16%,0.1,·
Cc1cc(C)cc(NC(=O)C(C)N2C(=O)c3ccccc3C2=O)c1 (centres undefined),3%,-4%,-23%,-1%,-13%,-2,-34%,-0.2,-25
CC(=O)c1ccc(Nc2nc(CN)cs2)cc1,·,1%,·,-2%,·,-2,6%,·,·
Cc1ccc(CCNS(=O)(=O)c2c(C)nc3sccn3c2=O)cc1,9%,1%,-3%,-5%,-4%,-8,15%,0.4,-5
Cc1ccc(S(=O)(=O)CC(=O)Nc2sc3c(c2C#N)CCCC3)cc1,1%,0%,1%,-2%,4%,-10,?,-0.7,·
COc1ccc(CCn2c(-c3cccc([N+](=O)[O-])c3)nc3nc4ccccc4nc32)cc1OC,-6%,-1%,16%,-3%,-11%,-4,-22%,-0.1,1

# Four structures out of the list, ordered by SMILES length, falling:
SMILES,Vif-APOBEC3F blk,Vif-APOBEC3G blk,RGS4 inhibitor,GRP78 ERSR act,ERG Ets-DNA blk,LDHA inh,12-LOX inh,D2 agonist,D2 antagonist
CCCCNC(=O)CSc1nc2cc3c(cc2c(=O)n1Cc1ccc(C(=O)NCCc2ccc(OC)c(OC)c2)cc1)OCO3,0%,-6%,10%,-1%,-4%,3,-16%,0.1,·
COc1cccc(NC(=O)CCNS(=O)(=O)c2ccc3c(c2)CCCC(=O)N3)c1,4%,0%,-9%,-3%,4%,-10,-17%,-0.8,·
Cc1cc(C)cc(NC(=O)C(C)N2C(=O)c3ccccc3C2=O)c1 (centres undefined),3%,-4%,-23%,-1%,-13%,-2,-34%,-0.2,-25
NS(=O)(=O)Nc1cccc2cccnc12,·,0%,-42%,-4%,·,13,·,·,·

# Structures above that have a thiophene ring, fused or not, in the order listed:
SMILES,Vif-APOBEC3F blk,Vif-APOBEC3G blk,RGS4 inhibitor,GRP78 ERSR act,ERG Ets-DNA blk,LDHA inh,12-LOX inh,D2 agonist,D2 antagonist
CCOc1ccc(NC(=O)C2(c3cccs3)CCOCC2)cc1,-3%,1%,-7%,0%,-3%,-2,0%,0.7,·
O=C(Nc1sc2c(c1C(=O)NCC(O)CO)CCCC2)c1ccccc1 (centres undefined),0%,-9%,7%,-2%,-6%,-8,287%[activator],·,·
Cc1ccc(S(=O)(=O)CC(=O)Nc2sc3c(c2C#N)CCCC3)cc1,1%,0%,1%,-2%,4%,-10,?,-0.7,·

# Remaining list, next part.
SMILES,Vif-APOBEC3F blk,Vif-APOBEC3G blk,RGS4 inhibitor,GRP78 ERSR act,ERG Ets-DNA blk,LDHA inh,12-LOX inh,D2 agonist,D2 antagonist
O=C(NCc1ccco1)c1cc(S(=O)(=O)NC2CC2)ccc1Br,4%,3%,-14%,-3%,8%,-2,?,·,·
Cc1ccc(C(=O)NCCNS(=O)(=O)c2ccccc2)cn1,1%,0%,0%,-2%,1%,-3,-4%,·,·
COc1cc2ccccc2cc1C(=O)N1CCN(c2nc3c(F)cccc3s2)CC1,1%,8%,-15%,-3%,6%,-1,-23%,-4.0,·
CCn1c(=O)c2cc(C(=O)NCc3ccc(F)cc3Cl)sc2c2ccccc21,0%,4%,7%,-5%,0%,4,-9%,-0.3,·
Cc1ccc(CN(Cc2ccco2)S(=O)(=O)c2ccc(S(=O)(=O)NCC3CCCO3)cc2)cc1 (centres undefined),0%,-1%,-15%,-3%,5%,-8,-3%,-2.7,10
COc1ccc(COC[C@H](C)[C@H](O)[C@@H](C)[C@H]2OC(=O)[C@@H]2C)cc1,6%,-10%&1%,24%&-29%,0%&-2%,-5%,-13,11%,·,·
O=C(Cc1cn2ccsc2n1)Nc1cccc2cnccc12,-8%,-1%,-8%,-3%,-1%,-7,0%,0.0,-3
Nc1nonc1-n1nnc(C(=O)N/N=C/c2c(Cl)cccc2Cl)c1CSC1=NCCS1,2%,-2%,-6%[56.9 µM],-4%,8%,-2,15%,-0.3,0
CNC(=S)N(CCc1c(C)[nH]c2ccc(C)cc12)Cc1cc(OC)c(OC)c(OC)c1,-3%,-7%,1%,1%,4%,0,-2%,-0.1,10
CS(=O)(=O)c1ccc(CNC(=O)[C@]2(C(F)(F)F)C[C@H](CCc3ccccc3)CCCO2)cc1,2%,0%&2%,11%&0%,-6%&-4%,6%,-13,?,·,·
CCc1ccc(-c2nc(SCC(=O)c3c(N)n(C)c(=O)n(C)c3=O)n[nH]2)cc1,-1%,-2%,22%,0%,4%,-8,?,·,·
O=C(Nc1ccc(N2CCOCC2)cc1)c1ccc(Cl)nc1,7%,3%,5%,1%,-6%,-8,·,-0.2,-3
COC(=O)c1c(C)oc2ccc(N(C(=O)Oc3ccccc3)S(=O)(=O)c3ccc(C(C)(C)C)cc3)cc12,-5%,3%,-11%,-3%,-6%,-2,-5%,-1.5,·
Oc1[nH]c2ccccc2c1N=NC(=S)NCCc1ccccc1,-16%,-18%,-27%,6%,6%,-3,?,-1.5,3
O=C(Nc1ccnn1C1CCN(Cc2c(F)cccc2Cl)CC1)C1CCCC1,1%,-7%,6%,1%,-12%,-4,-30%,0.2,-3
COc1cccc(CNC(=O)c2c3c(nc4ccccc24)C(=O)N(C2CCCCC2)C3)c1,0%,-3%,-16%,-3%,-3%,1,-17%,1.4,·
O=C(O)CSc1nnc2n(-c3ccccc3)c(=O)c3ccccc3n12,9%,4%,14%,-1%,-5%,-7,-16%,1.0,1
CCn1c(=O)c(C(=O)NNS(=O)(=O)c2ccc(NC(=O)OC)cc2)c(O)c2ccccc21,13%,-7%,-23%,0%,13%,8,29%,-0.8,-12

# An excerpt; count on the stated rates, not on these rows.
